# Screens (PubChem BioAssay)
# NSD2 block – blocks human NSD2 histone methyltransferase activity. actives 0.07% (n = 44,000). inhibition, % at 12.5 µM. AID 624260. O96028. NSD2-SET H3K36me1 DELFIA fluorescence, biochemical; in the data active means inhibition above about 54%, passing the limit was not always enough;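 further: inhibitors reduce the monomethyl H3K36 fluorescence signal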
# Target sequence (O96028 whole entry, looked up): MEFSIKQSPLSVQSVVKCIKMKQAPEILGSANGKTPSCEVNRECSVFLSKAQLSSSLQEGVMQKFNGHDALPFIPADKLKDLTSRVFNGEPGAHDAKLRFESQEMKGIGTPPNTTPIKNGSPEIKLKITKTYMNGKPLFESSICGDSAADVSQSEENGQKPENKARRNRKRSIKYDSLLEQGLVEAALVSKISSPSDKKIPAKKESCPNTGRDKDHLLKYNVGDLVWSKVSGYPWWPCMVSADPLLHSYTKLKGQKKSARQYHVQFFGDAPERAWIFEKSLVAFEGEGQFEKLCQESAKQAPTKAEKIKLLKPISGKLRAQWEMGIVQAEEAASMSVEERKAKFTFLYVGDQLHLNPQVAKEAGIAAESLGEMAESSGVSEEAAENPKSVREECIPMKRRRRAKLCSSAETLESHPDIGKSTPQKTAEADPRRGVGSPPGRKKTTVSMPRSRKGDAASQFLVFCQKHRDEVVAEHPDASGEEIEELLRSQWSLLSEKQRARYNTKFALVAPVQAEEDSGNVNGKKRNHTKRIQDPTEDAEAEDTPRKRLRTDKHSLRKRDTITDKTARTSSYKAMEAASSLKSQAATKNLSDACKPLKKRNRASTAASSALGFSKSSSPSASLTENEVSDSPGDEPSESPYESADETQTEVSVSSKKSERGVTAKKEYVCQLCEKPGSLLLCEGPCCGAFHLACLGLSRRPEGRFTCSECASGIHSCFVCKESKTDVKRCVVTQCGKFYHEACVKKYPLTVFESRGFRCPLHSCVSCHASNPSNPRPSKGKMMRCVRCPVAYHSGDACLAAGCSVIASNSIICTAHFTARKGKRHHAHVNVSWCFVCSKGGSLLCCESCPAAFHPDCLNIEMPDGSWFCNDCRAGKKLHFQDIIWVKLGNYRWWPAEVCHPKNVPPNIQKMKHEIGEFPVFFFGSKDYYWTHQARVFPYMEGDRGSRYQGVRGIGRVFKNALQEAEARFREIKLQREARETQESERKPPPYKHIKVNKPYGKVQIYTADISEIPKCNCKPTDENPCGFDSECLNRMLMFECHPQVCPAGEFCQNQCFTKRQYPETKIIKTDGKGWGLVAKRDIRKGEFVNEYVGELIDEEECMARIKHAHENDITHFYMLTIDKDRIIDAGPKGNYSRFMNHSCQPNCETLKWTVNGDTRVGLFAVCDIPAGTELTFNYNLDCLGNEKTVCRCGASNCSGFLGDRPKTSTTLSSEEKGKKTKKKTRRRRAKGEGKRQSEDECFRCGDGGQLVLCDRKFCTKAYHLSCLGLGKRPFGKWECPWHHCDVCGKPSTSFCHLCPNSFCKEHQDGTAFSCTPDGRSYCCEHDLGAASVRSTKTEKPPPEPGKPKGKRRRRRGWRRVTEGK
# The depositor's hits bear a star.
C[C@H](CO)N1C[C@H](C)[C@H](CN(C)S(=O)(=O)c2ccc(Cl)cc2)Oc2ccc(NC(=O)Nc3ccc4c(c3)OCO4)cc2C1=O
- NSD2 block = -1
C[C@@H]1CN([C@@H](C)CO)C(=O)Cc2cc(NC(=O)c3ccncc3)ccc2O[C@@H]1CN(C)Cc1ccc(-c2ccccc2)cc1
- NSD2 block = 3
C[C@@H]1CN([C@@H](C)CO)C(=O)c2cc(NC(=O)Nc3cccc4ccccc34)ccc2O[C@@H](C)CCCCO[C@@H]1CN(C)Cc1ccc2c(c1)OCO2
- NSD2 block = 2
O=C(C[C@H]1C=C[C@H](NC(=O)c2cccnc2)[C@@H](CO)O1)NCCN1CCCCC1
- NSD2 block = 1
C[C@@H]1CC[C@]2(C(=O)O)CC[C@]3(C)C(=CCC4[C@@]5(C)CC[C@H](O)[C@](C)(C(=O)O)C5CC[C@]43C)C2[C@]1(C)O (stereo partly drawn)
- NSD2 block = -4
Cc1noc(C)c1S(=O)(=O)Nc1ccc2c(c1)C(=O)N([C@@H](C)CO)C[C@@H](C)[C@H](CN(C)C)O2
- NSD2 block = 3
CNC[C@@H]1Oc2ccc(NC(=O)NC3CCCCC3)cc2C(=O)N([C@H](C)CO)C[C@@H]1C
- NSD2 block = -2
C[C@H]1CCCCO[C@@H](CN(C)Cc2ccccc2)[C@@H](C)CN([C@@H](C)CO)C(=O)c2cc(NC(=O)Nc3ccc(C(F)(F)F)cc3)ccc2O1
- NSD2 block = -1
Cc1ccccc1-c1cnc2c(c1)C(=O)N([C@H](C)CO)C[C@@H](C)[C@@H](CN(C)Cc1cccnc1)O2
- NSD2 block = 3
C[C@@H]1CN([C@@H](C)CO)C(=O)c2cc(NC(=O)CCC(F)(F)F)ccc2O[C@@H](C)CCCCO[C@@H]1CN(C)Cc1ccc2c(c1)OCO2
- NSD2 block = -4
O=C(C[C@H]1CC[C@H](NC(=O)Cc2ccccn2)[C@@H](CO)O1)NCCc1ccccc1
- NSD2 block = 1
C[C@H](CO)N1C[C@H](C)[C@@H](CN(C)C(=O)c2cccnc2)Oc2ncc(Br)cc2C1=O
- NSD2 block = 0
COc1ccc(CCNC(=O)[C@@]2(Sc3ccc(C)cc3)CC(=O)N(C(C)C)[C@@H]2c2ccc(CO)cc2I)cc1
- NSD2 block = 31
COc1ccc(NC(=O)N(C)C[C@@H]2OCCCC[C@H](C)Oc3ccc(NC(=O)c4ccncc4)cc3C(=O)N([C@@H](C)CO)C[C@H]2C)cc1
- NSD2 block = -5
COc1ccc(-c2cnc3c(c2)C(=O)N([C@H](C)CO)C[C@H](C)[C@H](CN(C)Cc2cccc(C(F)(F)F)c2)O3)cc1
- NSD2 block = -5
C[C@H](CO)N1C[C@H](C)[C@H](CN(C)S(=O)(=O)c2cn(C)cn2)OCCCC[C@H](C)Oc2ccc(NC(=O)c3ccncc3)cc2C1=O
- NSD2 block = -3
CC(C)NC(=O)Nc1ccc2c(c1)C(=O)N([C@H](C)CO)C[C@H](C)[C@@H](CN(C)S(=O)(=O)c1ccc(Cl)cc1)OCCCC[C@H](C)O2
- NSD2 block = 5
C[C@H]1CN([C@@H](C)CO)S(=O)(=O)c2ccc(C3=CCCCC3)cc2O[C@H]1CN(C)C(=O)Cc1ccccc1
- NSD2 block = -1
O=C(N/N=C/c1cn(Cc2ccccc2)c2ccccc12)c1ccccn1
- NSD2 block = 11
COc1cc(O)cc(OC)c1/C=N/NC(=O)c1ccccc1O
- NSD2 block = -6
CN(C)CC(=O)Nc1ccc2c(c1)[C@@H]1C[C@@H](CC(=O)N3CCCCC3)O[C@@H](CO)[C@@H]1O2
- NSD2 block = 0
C[C@@H]1CN([C@H](C)CO)C(=O)Cc2cc(NC(=O)c3ccncc3)ccc2O[C@H]1CN(C)C(=O)Nc1ccc2c(c1)OCO2
- NSD2 block = 3
COCCNC(=O)C[C@H]1C=C[C@@H](NC(=O)NC2CCCCC2)[C@H](CO)O1
- NSD2 block = 1
C[C@@H]1CN([C@@H](C)CO)C(=O)c2cc(NC(=O)CCCN(C)C)ccc2O[C@H]1CN(C)C(=O)Nc1cccc2ccccc12
- NSD2 block = 1
COc1ccccc1NC(=O)N[C@@H]1C=C[C@H](CC(=O)N[C@H](C)c2ccccc2)O[C@H]1CO
- NSD2 block = 3

# Shown with values ahead of the structure: part of the list above.
NSD2 block | Structure
5 | CC(C)NC(=O)Nc1ccc2c(c1)C(=O)N([C@H](C)CO)C[C@H](C)[C@@H](CN(C)S(=O)(=O)c1ccc(Cl)cc1)OCCCC[C@H](C)O2
-1 | C[C@H]1CN([C@@H](C)CO)S(=O)(=O)c2ccc(C3=CCCCC3)cc2O[C@H]1CN(C)C(=O)Cc1ccccc1
11 | O=C(N/N=C/c1cn(Cc2ccccc2)c2ccccc12)c1ccccn1
-6 | COc1cc(O)cc(OC)c1/C=N/NC(=O)c1ccccc1O
0 | CN(C)CC(=O)Nc1ccc2c(c1)[C@@H]1C[C@@H](CC(=O)N3CCCCC3)O[C@@H](CO)[C@@H]1O2
3 | C[C@@H]1CN([C@H](C)CO)C(=O)Cc2cc(NC(=O)c3ccncc3)ccc2O[C@H]1CN(C)C(=O)Nc1ccc2c(c1)OCO2

# More results
C[C@@H]1CN([C@H](C)CO)C(=O)CCCn2nncc2CO[C@@H]1CN(C)CC1CCCCC1
- NSD2 block = -22
O=C(Nc1ccc2c(c1)[C@@H]1C[C@@H](CC(=O)N3CCc4ccccc4C3)O[C@@H](CO)[C@@H]1O2)c1ccc2c(c1)OCO2
- NSD2 block = -2
Cc1noc(C)c1S(=O)(=O)Nc1ccc2c(c1)C(=O)N([C@@H](C)CO)C[C@@H](C)[C@@H](CN(C)C(=O)NC(C)C)O2
- NSD2 block = 1
C[C@@H]1CN([C@@H](C)CO)C(=O)c2cccc(NS(=O)(=O)c3cn(C)cn3)c2O[C@H]1CN(C)Cc1ccncc1
- NSD2 block = 0
C[C@@H]1CCCCO[C@H](CN(C)C(=O)NC2CCCCC2)[C@@H](C)CN([C@H](C)CO)C(=O)c2cc(NS(C)(=O)=O)ccc2O1
- NSD2 block = 1
CCC(=O)N(C)C[C@@H]1Oc2ncc(C#CCC(C)C)cc2C(=O)N([C@H](C)CO)C[C@@H]1C
- NSD2 block = 0
C[C@@H]1CN([C@H](C)CO)C(=O)c2cccc(NS(=O)(=O)c3ccc(F)cc3)c2O[C@@H]1CN(C)C
- NSD2 block = -1
COc1ccc(S(=O)(=O)Nc2ccc3c(c2)C(=O)N([C@H](C)CO)C[C@@H](C)[C@H](CN(C)S(=O)(=O)c2cccs2)OCCCC[C@@H](C)O3)cc1
- NSD2 block = 0
C[C@H]1CN([C@@H](C)CO)C(=O)Cc2cc(NS(=O)(=O)c3ccc(F)cc3)ccc2O[C@H]1CN(C)C(=O)Nc1ccccc1
- NSD2 block = -2
C[C@@H]1CN([C@H](C)CO)C(=O)c2cccc(NC(=O)C3CCCCC3)c2O[C@@H]1CN(C)Cc1ccc(C(=O)O)cc1
- NSD2 block = 3
C[C@H]1CN([C@@H](C)CO)C(=O)c2cc(/C=C/c3ccccc3)cnc2O[C@H]1CN(C)C(=O)Nc1ccc(C(F)(F)F)cc1
- NSD2 block = -16
C[C@@H]1CN([C@H](C)CO)C(=O)Cc2cc(NS(=O)(=O)c3ccccc3)ccc2O[C@@H]1CN(C)Cc1ccc(Oc2ccccc2)cc1
- NSD2 block = -7
CCCN(C)C[C@H]1OCCCC[C@H](C)Oc2ccc(NS(=O)(=O)c3ccc(OC)cc3)cc2C(=O)N([C@H](C)CO)C[C@H]1C
- NSD2 block = -3
C[C@H]1CN([C@@H](C)CO)C(=O)Cc2cc(NS(=O)(=O)c3ccccc3)ccc2O[C@H]1CN(C)Cc1ccncc1
- NSD2 block = 0
C=CCNC(=O)[C@H]1[C@@H]2C(=O)O[C@@H](c3ccccc3)[C@@H](c3ccccc3)N2[C@@H](c2ccc(OCCO)cc2)[C@]12C(=O)Nc1ccc(C#CC3(O)CCCCCC3)cc12
- NSD2 block = 4
C[C@H](CO)N1C[C@H](C)[C@@H](CN(C)S(=O)(=O)c2ccccc2)Oc2ccc(NC(=O)Cn3cnnn3)cc2CC1=O
- NSD2 block = 15
C[C@H]1CN([C@@H](C)CO)C(=O)Cc2cc(NC(=O)Cc3ccccc3)ccc2O[C@H]1CN(C)C(=O)Nc1ccc2c(c1)OCO2
- NSD2 block = -5
COCC#Cc1ccc2c(c1)O[C@@H](CN(C)Cc1ccccn1)[C@@H](C)CN([C@@H](C)CO)S2(=O)=O
- NSD2 block = 10
CCn1ccnc1CC1COc2ccccc2O1 (stereo not drawn)
- NSD2 block = 0
C[C@@H]1CCCCO[C@@H](CN(C)C)[C@@H](C)CN([C@H](C)CO)C(=O)c2cc(NS(C)(=O)=O)ccc2O1
- NSD2 block = 5
C[C@H]1CN([C@@H](C)CO)S(=O)(=O)c2ccc(-c3ccncc3)cc2O[C@@H]1CN(C)Cc1cncnc1
- NSD2 block = -4
O=C(C[C@@H]1C[C@H]2c3cc(NC(=O)NC4CCCC4)ccc3O[C@H]2[C@H](CO)O1)NCC(F)(F)F
- NSD2 block = -5
CC(C)CC#Cc1cnc2c(c1)C(=O)N([C@H](C)CO)C[C@H](C)[C@@H](CN(C)S(=O)(=O)c1ccccc1)O2
- NSD2 block = -1
C[C@H]1CN([C@@H](C)CO)C(=O)Cc2cc(NS(C)(=O)=O)ccc2O[C@@H]1CN(C)Cc1ccc(Cl)c(Cl)c1
- NSD2 block = -14
COc1ccc(-c2cnc3c(c2)C(=O)N([C@H](C)CO)C[C@@H](C)[C@@H](CN(C)S(C)(=O)=O)O3)cc1
- NSD2 block = 8

C[C@@H]1CN([C@H](C)CO)C(=O)c2cc(NC(=O)c3ccccc3)ccc2O[C@@H](C)CCCCO[C@@H]1CN(C)C(=O)C1CCCCC1
- NSD2 block = -3
NC(=O)[C@H]1[C@@H]2C(=O)O[C@@H](c3ccccc3)[C@@H](c3ccccc3)N2[C@@H](c2ccc(OCCO)cc2)[C@]12C(=O)Nc1ccc(C#CC3=CCCCC3)cc12
- NSD2 block = -3
C[C@H]1CN([C@@H](C)CO)S(=O)(=O)c2ccc(-c3cccc(C(=O)N(C)C)c3)cc2O[C@@H]1CN(C)C
- NSD2 block = 3
Clc1ccc(Cn2c(/N=C/c3ccc4c(c3)OCO4)nc3ccccc32)cc1
- NSD2 block = 4
Cc1noc(C)c1S(=O)(=O)Nc1ccc2c(c1)C(=O)N([C@@H](C)CO)C[C@@H](C)[C@H](CN(C)C(=O)Nc1ccc(F)cc1)OCCCC[C@@H](C)O2
- NSD2 block = 0
Cc1noc(C)c1S(=O)(=O)N(C)C[C@H]1OCCCC[C@@H](C)Oc2ccc(NS(=O)(=O)c3ccc(F)cc3)cc2C(=O)N([C@H](C)CO)C[C@@H]1C
- NSD2 block = 1
Cc1noc(C)c1NC(=O)Nc1ccc2c(c1)C(=O)N([C@H](C)CO)C[C@@H](C)[C@H](CN(C)C)O2
- NSD2 block = 1
COc1ccc(NC(=O)Nc2ccc3c(c2)C(=O)N([C@@H](C)CO)C[C@H](C)[C@@H](CN(C)S(=O)(=O)c2ccc(C)cc2)OCCCC[C@@H](C)O3)cc1
- NSD2 block = -7
Cc1noc(C)c1S(=O)(=O)Nc1ccc2c(c1)C(=O)N([C@@H](C)CO)C[C@@H](C)[C@@H](CN(C)Cc1ccc3c(c1)OCO3)OCCCC[C@@H](C)O2
- NSD2 block = -3
Cc1noc(C)c1S(=O)(=O)N(C)C[C@@H]1OCCCC[C@H](C)Oc2ccc(NC(=O)NC3CCCCC3)cc2C(=O)N([C@H](C)CO)C[C@@H]1C
- NSD2 block = 1
C[C@@H]1CN([C@@H](C)CO)C(=O)c2cc(NC(=O)C3CCCCC3)ccc2O[C@@H]1CN(C)Cc1ccc(C(=O)Nc2ccccc2N)cc1
- NSD2 block = -12
CCCC#Cc1ccc2c(c1)O[C@@H](CN(C)C(=O)c1cnccn1)[C@H](C)CN([C@H](C)CO)S2(=O)=O
- NSD2 block = -1
C[C@H]1CN([C@@H](C)CO)C(=O)c2cccc(NC(=O)NC3CCCCC3)c2O[C@H]1CN(C)Cc1ccccc1
- NSD2 block = 4
C[C@H]1CN([C@@H](C)CO)C(=O)Cc2cc(NC(=O)Nc3ccc(F)cc3)ccc2O[C@@H]1CN(C)Cc1ccc(C(F)(F)F)cc1
- NSD2 block = -5
O=C(C[C@H]1CC[C@H](NC(=O)C2CCC2)[C@@H](CO)O1)NCCCN1CCOCC1
- NSD2 block = 6
COc1cccc(C2Nc3cccc4cccc(c34)N2)c1O
- NSD2 block = -2
C[C@@H]1CN([C@H](C)CO)C(=O)c2cc(NC(=O)Nc3ccc(F)cc3)ccc2O[C@@H]1CN(C)CC1CCCCC1
- NSD2 block = 0
C[C@@H]1CN([C@H](C)CO)C(=O)Cc2cc(NC(=O)C3CCCCC3)ccc2O[C@H]1CN(C)S(=O)(=O)c1cn(C)cn1
- NSD2 block = -165
Cc1ccc(S(=O)(=O)Nc2ccc3c(c2)C(=O)N([C@H](C)CO)C[C@@H](C)[C@H](CN(C)S(C)(=O)=O)O3)cc1
- NSD2 block = -3
C[C@H]1CN([C@@H](C)CO)C(=O)Cc2cc(NS(=O)(=O)c3cccs3)ccc2O[C@@H]1CN(C)Cc1ccc(-c2ccccc2)cc1
- NSD2 block = -5
COc1ccc(NC(=O)Nc2ccc3c(c2)C(=O)N([C@@H](C)CO)C[C@H](C)[C@H](CN(C)Cc2ccc(C(=O)Nc4ccccc4N)cc2)O3)cc1
- NSD2 block = -11
COCC#Cc1ccc2c(c1)O[C@H](CN(C)S(=O)(=O)c1cccc(F)c1)[C@H](C)CN([C@H](C)CO)S2(=O)=O
- NSD2 block = -7
C[C@@H]1CN([C@@H](C)CO)C(=O)Cc2cc(NS(=O)(=O)c3cn(C)cn3)ccc2O[C@H]1CN(C)S(=O)(=O)c1ccccc1
- NSD2 block = 10
Cc1noc(C)c1NC(=O)N(C)C[C@H]1Oc2ccc(NC(=O)C3CC3)cc2CC(=O)N([C@@H](C)CO)C[C@H]1C
- NSD2 block = 2
C[C@@H]1CN([C@H](C)CO)C(=O)c2cc(NC(=O)CCC(F)(F)F)ccc2O[C@H]1CN(C)C(=O)Nc1cccc2ccccc12
- NSD2 block = 1
COc1cccc(CCc2ccccc2OCC[C@@H]2C[C@@H](O)CN2C)c1
- NSD2 block = 7
C[C@H]1CCCCO[C@@H](CN(C)C(=O)CCC(F)(F)F)[C@@H](C)CN([C@@H](C)CO)C(=O)c2cc(NS(=O)(=O)c3cn(C)cn3)ccc2O1
- NSD2 block = 3

# An excerpt (hit frequency here may not be typical).
